FXIIa inh = inhibitors of human coagulation factor XIIa; P00748; purified FXIIa, Boc-QGR-AMC fluorogenic substrate, 2 h; inhibition, % at 5 µM; hit rate 0.3% among 220,000; AID 800; in the data active = inhibition above about 40%;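 also: 0% = enzyme with no compound and 100% = blank without enzyme; many of its hits are not listed in these tables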
Target sequence (P00748 20-372 limits assumed): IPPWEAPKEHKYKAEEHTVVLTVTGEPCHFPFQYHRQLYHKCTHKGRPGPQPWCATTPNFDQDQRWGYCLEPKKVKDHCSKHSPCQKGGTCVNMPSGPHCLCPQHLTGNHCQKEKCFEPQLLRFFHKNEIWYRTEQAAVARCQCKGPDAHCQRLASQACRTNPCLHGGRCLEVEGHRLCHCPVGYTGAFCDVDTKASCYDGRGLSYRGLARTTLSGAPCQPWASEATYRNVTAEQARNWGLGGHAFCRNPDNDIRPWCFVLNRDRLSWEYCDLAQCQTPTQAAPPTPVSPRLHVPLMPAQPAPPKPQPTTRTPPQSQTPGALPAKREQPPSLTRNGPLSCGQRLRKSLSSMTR
Target sequence (P00748 373-615 limits assumed): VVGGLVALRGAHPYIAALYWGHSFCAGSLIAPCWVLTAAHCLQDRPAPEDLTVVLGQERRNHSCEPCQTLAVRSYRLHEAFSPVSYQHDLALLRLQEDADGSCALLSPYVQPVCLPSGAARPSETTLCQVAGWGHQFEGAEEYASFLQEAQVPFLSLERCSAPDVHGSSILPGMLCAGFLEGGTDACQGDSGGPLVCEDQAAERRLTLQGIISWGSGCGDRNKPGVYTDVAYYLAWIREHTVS
Rad51 HR inh = Rad51 (human) homologous recombination inhibition | Q06609 | hRad51 DNA strand exchange, fluorescence dequenching | inhibition, % at 10 µM | hit rate 0.085% among 200,000 | AID 1385;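 active = inhibition above 40% at the single screening dose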;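 also: 0% = DMSO control wells and 100% = blanks with heterologous ssDNA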
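Read-out basis: percent inhibition relative to plate controls and blanks / Assay system: human Rad51 nucleoprotein filaments preassembled on unlabelled ssDNA / Timing: filaments 15 min 37 °C, then compound 30 min / Control set: per-plate controls and blanks / Technique: fluorescence dequenching at 485/520 nm / Compound: 10 µM final, single point / Also added: Fluorescein- and BHQ1-tagged 47-mer duplex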
Hck Nef HTS = human Hck-Nef kinase inhibition. P08631. AID 463187. inhibition, % at 20 µM. Recombinant Hck-YEEI plus Nef, Z-Lyte FRET kinase assay. hit rate 0.68% among 220,000;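 active = Hck-Nef kinase inhibition above about 50%, limit read from the data; inactive = inhibition below that limit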;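 also: 0% = DMSO with Hck plus Nef and 100% = Hck alone without Nef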
KCC2 mod = KCC2 (human) Cl- transport modulation; hit rate 2.2% among 190,000; KCC2 cells, thallium flux FluoZin-2 fluorescence; B-score of Tl+ flux slope (higher = more flux/activation; lower = inhibition) at 10 µM; AID 1456; Q9H2X9;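 active = thallium flux slope and its plate-corrected score both differing from the plate sample mean at a set confidence after two filtering rounds, in either direction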;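 also: slope of fluorescence scaled to starting intensity during 10 to 20 s after thallium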
Thrombin inh = blocks human thrombin protease activity; alpha-thrombin, Boc-VPR-AMC fluorogenic substrate cleavage; inhibition, % at 5 µM; hit rate 0.26% among 220,000; AID 1046;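 active = inhibition at or above 40%; inactive = inhibition below 40%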;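 also: 0% = enzyme with no compound and 100% = wells without enzyme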
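Material: human alpha-thrombin enzyme / Medium: pH 7.5 Tris (50 mM) with NaCl 150 mM, Tween 20 0.05% / Compound: single-point dosing at 5 µM, 0.2% DMSO / Incubation: enzyme reaction carried out at room temperature / Detection: AMC fluorescence, 355/460 nm / Read-out basis: percent inhibition scaled between no-compound controls and no-enzyme blanks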
L929 necroptosis = blocks zVAD induced death of L929 cells; AID 1377; viability rescue, % at 10 µM; L929 zVAD necroptosis rescue, ATP luminescence, 24 h; with zVAD 60 µM; hit rate 0.38% among 220,000;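 active = activation, scaled between plate controls, above about 75%, limit read from the data; inactive = activation under that limit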;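 also: 0% = zVAD with DMSO and 100% = DMSO alone without zVAD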
FXIa inh 1536 = inhibitors of human coagulation factor XIa; P03951; hit rate 0.14% among 220,000; inhibition, % at 5 µM; purified FXIa, Boc-Glu-Ala-Arg-AMC fluorogenic substrate;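 active = inhibition of at least 40%; inactive = inhibition below 40%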;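 also: fluorescence of freed AMC excited at 355 nm; 0% = enzyme without compound and 100% = no enzyme blank; many of its hits are not listed in these tables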
TNF necrop inh = TNF-alpha cell death inhibition in Jurkat FADD-/- cells; Jurkat FADD-/- TNF necroptosis rescue, ATP luminescence, 24 h; 0 = TNF only, 100 = no-TNF cells; activation (protection from cell death), % at 10 µM; hit rate 0.068% among 220,000; AID 463075;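 active = activation, meaning protection from cell death, of at least 50% relative to plate controls; inactive = activation below 50%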;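 also: necroptosis triggered by 40 ng/mL TNF-alpha added together with compound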
hK5 inh = inhibitors of human kallikrein 5. inhibition, % at 5 µM. hit rate 0.59% among 210,000. Q9Y337. recombinant hK5, fluorogenic AMC substrate cleavage;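 active = inhibition of 40% or more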;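 also: 0% = enzyme controls without compound and 100% = no-enzyme blanks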
Target sequence (Q9Y337 67-293 limits assumed): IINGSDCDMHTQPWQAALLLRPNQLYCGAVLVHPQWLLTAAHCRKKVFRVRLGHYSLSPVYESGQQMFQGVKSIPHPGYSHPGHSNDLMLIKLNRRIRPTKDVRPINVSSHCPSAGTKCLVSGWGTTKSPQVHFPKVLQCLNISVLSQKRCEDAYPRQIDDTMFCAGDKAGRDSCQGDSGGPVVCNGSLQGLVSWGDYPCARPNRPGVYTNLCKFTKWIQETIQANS
* marks the source's active call; other numbers are inactive results; nt = no result given. An excerpt; rates above refer to the full screens.

SMILES	FXIIa inh	Rad51 HR inh	Hck Nef HTS	KCC2 mod	Thrombin inh	L929 necroptosis	FXIa inh 1536	TNF necrop inh	hK5 inh
CCSCCOC(=O)C1=C(C)NC(=O)NC1c1cccc(OC)c1OC (stereo not drawn)	6	5	2	nt	0	0.7	3	0.5	1
OCCN1CCN(c2nc(NCc3ccco3)c3ccccc3n2)CC1	13	-1	6	1.8	5	0.1	5	-0.8	-5
COc1ccc(-n2c(=O)cc(N3CCN(c4ccccc4OC)CC3)[nH]c2=O)cc1	8	-7	1	1.4	-2	1.9	-1	0.3	-14
COc1ccc(OCc2nn3c(Cn4cnc5ccccc54)nnc3s2)cc1	11	4	7	-0.59	-3	0.0	18	-4.9	-24
CCC(C)NC(=O)C1(C)CCC(=O)N1Cc1ccccc1OC (stereo not drawn)	-1	-5	-1	0.69	-5	0.0	-7	-1.7	-10
COc1ccccc1Oc1c(C)oc2c(CN3CCOCC3)c(O)ccc2c1=O	-7	nt	3	0.61	-9	0.5	15	-0.2	-4
O=C(O)c1ccccc1N/N=C/C1=C(N2CCOCC2)C(=C\c2ccccc2)/CC1	5	-191	-72	-1.4	-1	3.1	1	0.3	0
Cn1c(SCC(=O)Nc2ccc3c(c2)oc2ccccc23)nnc1-c1ccccc1	-13	-2	1	-0.0049	-10	0.2	-10	0.1	-12
CC1CCN(CC(=O)N2c3ccccc3CCc3ccccc32)CC1	4	3	-1	0.029	-7	2.0	0	0.8	-7
Cc1ccc(-c2nc3c(c(=O)[nH]c(=O)n3Cc3ccccc3)n2Cc2ccccc2)o1	9	-58	28	-0.39	-9	0.7	-2	2.7	-15
O=C1C=C(NCCOC23CC4CC(CC(C4)C2)C3)C2(CCCCC2)O1	9	nt	18	-0.022	-3	1.9	-2	0.5	0
Cc1nc2ccccc2c(=O)n1C1CCCCCC1	17	nt	0	nt	-1	4.2	2	-0.5	-13

3 of the entries above in order of their number in FXIa inh 1536, lowest first.
compound,FXIIa inh,Rad51 HR inh,Hck Nef HTS,KCC2 mod,Thrombin inh,FXIa inh 1536,hK5 inh
Cn1c(SCC(=O)Nc2ccc3c(c2)oc2ccccc23)nnc1-c1ccccc1,-13,-2,1,-0.0049,-10,-10,-12
CCC(C)NC(=O)C1(C)CCC(=O)N1Cc1ccccc1OC (stereo not drawn),-1,-5,-1,0.69,-5,-7,-10
CC1CCN(CC(=O)N2c3ccccc3CCc3ccccc32)CC1,4,3,-1,0.029,-7,0,-7

Next part
SMILES	FXIIa inh	Rad51 HR inh	Hck Nef HTS	KCC2 mod	Thrombin inh	L929 necroptosis	FXIa inh 1536	TNF necrop inh	hK5 inh
O=C(CCc1ccccc1)NCCC1=CCCCC1	14	4	1	-0.17	3	0.3	7	1.5	-18
Cc1nc(SCc2ccc(C(=O)O)cc2)c2c(C)c(C)sc2n1	12	-18	12	-1.3	0	-0.2	2	3.2	3
Cc1ccc(NC(=O)Cc2n[nH]c(=S)n2C)cc1	11	1	25	0.018	-3	5.9	1	-0.2	5
O=C(c1ccc(Oc2ccc(C(F)(F)F)cn2)cc1)N1CCN(c2ccccc2)CC1	19	-1	0	nt	0	0.7	4	-5.9	-11
Cn1c(=O)c2c(ncn2CC(=O)N2CCCCCC2)n(C)c1=O	11	1	19	1	2	0.1	4	0.3	0
O=C(N/N=C\C=C\c1ccco1)c1cc(-c2ccc3ccccc3c2)n[nH]1	-1	-3	5	0.055	-8	3.1	-8	2.7	-21
CCOC(=O)c1sc2ncn(CC(=O)N(CC)CC)c(=O)c2c1C	24	4	1	0.2	-5	-0.1	7	0.4	-6
CCOP(=O)(c1ccccc1)C(O)c1ccccc1 (stereo not drawn)	14	0	3	0.36	-2	0.1	4	1.6	-11
CC(C)(C)c1ccc(C(=O)NCc2nnc(SCC(=O)N3CCCc4ccccc43)n2-c2ccccc2)cc1	1	-4	2	-0.15	-5	1.0	-3	3.4	-7
COC(=O)CNC(=O)c1ccc(C)s1	14	-3	-26	-0.22	-1	0.8	1	1.8	-17
Cc1cc(C)cc(C(=O)NCC(=O)OCC(=O)N2c3ccccc3NC(=O)C2(C)C)c1	17	3	1	-0.62	-9	1.5	9	1.8	1
O=C(CN1CCN(c2cccc(Cl)c2)CC1)N1CCCC1	0	1	1	-1.1	-6	0.1	-1	-1.9	0
O=C(c1ccccc1)N1CCN(c2ccc([N+](=O)[O-])c(NCc3cccnc3)c2)CC1	23	26	0	-1.3	16	-0.2	19	-2.5	35
O=C(Nc1ccc(F)cc1)N1CCN(c2ccc(F)cc2)CC1	11	nt	4	-0.38	-4	1.9	0	0.7	12
CC(C)c1nnc(NC(=O)c2sc3ccccc3c2Cl)s1	25	1	1	1.9	5	0.1	6	-1.6	9
Cc1nc(SCC(=O)N2CCC(C(N)=O)CC2)n[nH]1	2	-3	2	-1.4	4	0.6	3	-0.6	-18
Cc1ccc(NC(=O)CCC(=O)NNC(=O)c2ccco2)c(C)c1	15	-4	0	0.68	1	0.0	5	-2.7	-12
CCNc1nc(Oc2ccc(=O)[nH]n2)nc(N2CCOCC2)n1	-4	-5	-14	0.29	-257	0.8	-6	0.8	-31
COc1ccccc1C(=O)Nc1ccccn1	-19	nt	6	0.015	-11	-0.1	-12	-3.0	0
CC(=O)NNc1nc2ccccc2s1	10	-2	0	0.17	-2	0.7	-2	-1.0	3
O=c1[nH]c(=S)[nH]nc1Cc1ccccc1	18	0	2	nt	2	0.7	2	0.2	2
CCC(=O)c1cc(-c2nc3ccccc3n2C)n(C)c1	0	5	2	0.19	-5	0.6	-5	-2.6	1
O=C(c1cnccn1)N1CCN(C/C=C/c2ccccc2)CC1	20	-12	2	nt	2	0.5	1	1.0	-4
CCOC(=O)CNc1nc(-c2ccncc2)nc2ccccc12	4	1	11	-0.96	2	12	4	-1.2	13
O=C(Nc1ccc(F)c([N+](=O)[O-])c1)C(=O)c1c(O)[nH]c2ccccc12	11	3	17	0.3	-19	1.9	-8	-1.6	-1
CS(=O)(=O)c1ccc2nc(NC(=O)C3COc4ccccc4O3)sc2c1 (stereo not drawn)	17	1	2	nt	18	-0.1	3	1.2	156*
O=C(Nc1nnc(C2CC2)s1)c1cc2c(s1)CCCCCC2	22	3	7	nt	3	6.1	8	0.2	-4
CC(C)(C)c1cc(C(=O)NNC(=O)Nc2cccc(Cl)c2)n(Cc2ccccc2)n1	6	22	5	0.081	2	0.0	13	1.1	4
CCCCC(CC)Cn1c(N)c(C#N)c2nc3ccccc3nc21 (stereo not drawn)	-6	-9	6	-0.017	-1	-0.1	1	-1.4	-1
Cc1ccc(C2=N/C(=C/c3cccs3)C(=O)N2Nc2ccccc2)cc1	5	-12	-2	nt	-1	-0.8	1	-2.2	0
CNC(=O)Nc1ccccc1NC(=O)NC	10	-10	1	-1.1	-6	0.0	0	-0.3	2
CCCNC(=O)c1ccc2c(=O)c(O)c(-c3ccc(C)cc3)[nH]c2c1	10	-5	1	0.78	1	-0.6	4	-15	8
O=C(NNS(=O)(=O)c1ccccc1[N+](=O)[O-])c1ccccc1[N+](=O)[O-]	2	14	-1	nt	-3	0.3	-7	1.1	-6
C=C1SC(Nc2c(C)cccc2C)=NC12CCCCC2	6	9	4	nt	-4	-0.4	-1	-2.4	-2
CCn1ncc(Br)c1C(=O)Nc1sc2c(c1C(=O)OC)CCC2	nt	-1	2	1.8	nt	0.2	nt	-2.0	nt
Cc1sc2nc(SC(C)C)nc(N)c2c1C	0	7	-1	nt	-9	-0.9	-11	-0.7	-15
Cc1ccccc1CN1N=C(/C=C/c2ccccc2)CCC1=O	5	6	19	nt	-6	20	-4	1.8	-2
Cc1nn(C)c(C(=O)NCc2ccc(Cl)cc2)c1Cl	4	0	2	0.12	-9	0.1	2	-1.0	-16
O=C(Cn1nc2n(c1=O)-c1ccccc1SC2)N/N=C/c1cccnc1	4	-11	5	-1.8	-5	0.9	-7	0.7	24
Cc1ccc(S(=O)(=O)N2c3ccccc3-c3c(ssc3=S)C2(C)C)cc1	13	4	1	0.2	3	-0.6	10	2.1	-17
Cc1noc(C)c1C(=O)Nc1nnc(-c2ccccc2)s1	12	2	1	0.27	6	-0.4	3	-0.5	2
COc1cc(OC)nc(-n2ncc(OC)c(Br)c2=O)n1	13	22	3	0.24	-2	0.1	8	1.1	-12
O=C(COc1cccnc1[N+](=O)[O-])NCCc1ccc(Cl)cc1	6	-4	17	-0.94	-12	-1.0	8	-0.5	4
O=C(CCCN1C(=O)c2cccc3cccc(c23)C1=O)N1CCN(c2ccccc2)CC1	12	-11	0	-0.084	-9	0.1	4	1.1	-6
CCOC(=O)c1[nH]c(C)c(CN(CCc2ccccc2)S(C)(=O)=O)c1C	4	3	0	nt	-10	-1.0	-3	1.1	-17
O=C(O)C1CCC(=O)N(C2CC2)C1c1ccccc1 (stereo not drawn)	0	-1	0	nt	3	0.0	6	-2.1	5
O=C(CCC(=O)OCC(=O)c1ccccc1)NC1CCCCC1	12	-1	0	nt	-4	0.0	-2	0.4	-1
CC(C)c1ccc[n+](-c2nc([O-])sc2C=O)c1	4	nt	5	1.1	0	1.2	1	4.6	1
O=C(N/N=C/c1ccccn1)c1ccc([N+](=O)[O-])cc1	4	-55	18	3.9	-7	-0.7	-2	-1.6	-13
Cc1ccc(-n2c(C)cc(/C=N/Nc3ccc([N+](=O)[O-])cn3)c2C)cc1	9	nt	0	0.15	3	0.2	-1	-2.6	0
Cc1ccc(C)c(N2CCN(C(=O)CCCCn3c(=O)[nH]c4ccccc4c3=O)CC2)c1	7	-3	-1	-1.7	1	0.1	0	-9.8	-3
O=C(O)/C=C\C(=O)Nc1cccc(NC(=O)c2ccccc2)c1	8	nt	22	1.1	-4	1.2	0	-0.2	0
COc1cc(CNc2ncn[nH]2)ccc1OCc1ccccc1C	11	-1	19	-0.098	1	5.4	-1	-0.4	3
CCn1c(SCC(N)=O)nc2sc3c(c2c1=O)CCN(C)C3	8	-2	-1	-0.37	-5	-0.2	3	0.3	-4
CCCCN1C(=O)N(C)C2NC(=S)NC21 (stereo not drawn)	7	18	9	-0.7	2	1.3	-1	1.2	-1
CC(C)n1c(SCC(N)=O)nc2c1c(=O)[nH]c(=O)n2C	4	-8	-1	1.4	-10	-0.1	-2	-4.8	-17
C#CC(C)(CC)NC(=O)c1cc(OC)c(OC)c(OC)c1 (stereo not drawn)	13	nt	1	-1.5	1	0.1	-5	0.3	-6
COc1ccc(S(=O)(=O)N(C)C)cc1NC(C)C(=O)Nc1cccc(C#N)c1 (stereo not drawn)	0	3	16	-0.49	nt	-0.8	-1	-0.1	-3
Cc1cc(C)cc(NC(=O)c2cc(Cl)sc2Cl)c1	2	-5	0	-0.25	-8	0.8	4	-1.6	0
Cn1cnnc1SCC(=O)c1ccc(O)c(O)c1	0	-2	11	0.13	nt	1.3	-1	1.9	-6
COc1ccc(N(CC(O)Cn2nnc3ccccc32)S(=O)(=O)c2ccc(C)cc2)cc1 (stereo not drawn)	8	7	1	-2.7	3	-0.1	1	-4.7	5
Cc1nc(-c2ccccc2)nc2[nH]c(=O)n(-c3ccccc3)c(=O)c12	18	-3	0	nt	1	0.9	9	-0.7	4
COC(=O)c1ccc(NC(=O)C(=O)c2cccn2C)cc1	9	-5	21	-1.3	-3	-0.3	2	-1.5	5

Screening results: PubChem BioAssay, several laboratories
